thrombin 1536: human alpha-thrombin inhibitors, primary screen, counter-screen for coagulation protease inhibitor project, biochemical, 1536-well, fluorogenic AMC substrate | inhibition, % at 5 µM | Boc-VPR-AMC fluorogenic substrate cleavage | 220,000 compounds, 0.26% hits | Prothrombin (Homo sapiens), P00734 | AID 1046, 2008;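 active = inhibition at or above 40%; inactive = inhibition below 40%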;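 note: 0% = enzyme with no compound and 100% = wells without enzyme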
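Material: human alpha-thrombin protein; Also added: Boc-VPR-AMC substrate, 15 µM final; Timing: enzyme reaction carried out at room temperature; Signal: fluorescence, ex 355 nm, em 460 nm; Measure: % inhibition of thrombin; Controls: enzyme without compound as high, wells lacking enzyme as low.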
FXIIa inh 1536: human FXIIa protease inhibitors, primary screen, biochemical, 1536-well. Coagulation factor XII (Homo sapiens), P00748. purified FXIIa, Boc-QGR-AMC fluorogenic substrate, 2 h. inhibition, % at 5 µM. 220,000 compounds, 0.3% hits. AID 800, 2007; in the data active = inhibition above about 40%;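 note: 0% = enzyme with no compound and 100% = blank without enzyme; many of its hits are not listed in these tables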
FXIa inh: human FXIa protease inhibitors, primary screen, biochemical, 1536-well. purified FXIa, Boc-Glu-Ala-Arg-AMC fluorogenic substrate. inhibition, % at 5 µM. 220,000 compounds, 0.14% hits. Coagulation factor XI (Homo sapiens), P03951. AID 798, 2007;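 active = inhibition of at least 40%; inactive = inhibition below 40%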;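 note: fluorescence of freed AMC excited at 355 nm; 0% = enzyme without compound and 100% = no enzyme blank; many of its hits are not listed in these tables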
TNF death inh: inhibitors of TNF-alpha triggered necroptosis, primary screen, cell-based, Jurkat FADD-/-, single concentration. Jurkat FADD-/- TNF necroptosis rescue, ATP luminescence, 24 h; 0 = TNF only, 100 = no-TNF cells. activation (protection from cell death), % at 10 µM. 220,000 compounds, 0.068% hits. AID 463075, 2010;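 active = activation, meaning protection from cell death, of at least 50% relative to plate controls; inactive = activation below 50%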;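 note: necroptosis triggered by 40 ng/mL TNF-alpha added together with compound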
Rad51 HR inh: human RAD51 strand exchange inhibitors, primary screen, biochemical, fluorescence. hRad51 DNA strand exchange, fluorescence dequenching. inhibition, % at 10 µM. 200,000 compounds, 0.085% hits;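 active = inhibition above 40% at the single screening dose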;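 note: 0% = DMSO control wells and 100% = blanks with heterologous ssDNA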
Target sequence (Q06609 whole entry, looked up): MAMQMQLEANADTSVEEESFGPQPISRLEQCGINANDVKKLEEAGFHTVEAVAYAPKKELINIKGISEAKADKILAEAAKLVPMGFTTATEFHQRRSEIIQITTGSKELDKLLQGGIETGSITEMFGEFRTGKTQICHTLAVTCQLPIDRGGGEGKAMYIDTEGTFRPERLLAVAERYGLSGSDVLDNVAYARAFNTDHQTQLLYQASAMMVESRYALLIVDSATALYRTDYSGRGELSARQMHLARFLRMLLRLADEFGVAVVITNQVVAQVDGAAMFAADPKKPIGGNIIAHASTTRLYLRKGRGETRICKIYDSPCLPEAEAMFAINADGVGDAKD
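Material: hRad51 filaments on single-stranded DNA; Reagent: Donor/quencher-labelled 47-bp dsDNA substrate; Compound: 10 µM final, single point; Schedule: 37 °C 15-min filament assembly, 30-min compound preincubation, 15-min exchange; Technique: FRET fluorescence, excitation 485 nm, emission 520 nm; Benchmarks: control wells and blank wells on each plate.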
Hck Nef HTS: inhibitors of Nef-activated human Hck kinase, primary screen, biochemical, Z-Lyte FRET, 384-well, Hck-YEEI | Tyrosine-protein kinase HCK (Homo sapiens), P08631 | Recombinant Hck-YEEI plus Nef, Z-Lyte FRET kinase assay | inhibition, % at 20 µM | 220,000 compounds, 0.68% hits | AID 463187, 2010;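 active = Hck-Nef kinase inhibition above about 50%, limit read from the data; inactive = inhibition below that limit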;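 note: 0% = DMSO with Hck plus Nef and 100% = Hck alone without Nef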
Target sequence (P08631 whole entry, looked up): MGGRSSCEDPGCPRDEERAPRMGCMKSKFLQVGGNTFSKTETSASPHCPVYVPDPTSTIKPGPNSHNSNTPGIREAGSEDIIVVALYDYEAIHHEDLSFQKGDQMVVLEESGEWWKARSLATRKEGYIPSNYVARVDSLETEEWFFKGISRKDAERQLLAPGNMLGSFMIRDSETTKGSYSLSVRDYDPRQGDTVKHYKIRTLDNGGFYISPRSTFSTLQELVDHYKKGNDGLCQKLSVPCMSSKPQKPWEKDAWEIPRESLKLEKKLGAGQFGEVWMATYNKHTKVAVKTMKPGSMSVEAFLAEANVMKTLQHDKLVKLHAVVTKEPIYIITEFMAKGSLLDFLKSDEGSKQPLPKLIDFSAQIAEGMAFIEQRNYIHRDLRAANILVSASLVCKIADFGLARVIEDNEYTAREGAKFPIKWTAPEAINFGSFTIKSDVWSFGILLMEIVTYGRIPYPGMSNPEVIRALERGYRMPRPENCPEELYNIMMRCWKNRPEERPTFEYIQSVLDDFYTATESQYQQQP
zVAD death inh: inhibitors of zVAD-triggered necroptosis, primary screen, L929 cells | viability rescue, % at 10 µM | L929 zVAD necroptosis rescue, ATP luminescence, 24 h; with zVAD 60 µM | 220,000 compounds, 0.38% hits;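 active = activation, scaled between plate controls, above about 75%, limit read from the data; inactive = activation under that limit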;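 note: 0% = zVAD with DMSO and 100% = DMSO alone without zVAD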
KCC2 mod: KCC2 cotransporter modulators, thallium flux, primary screen, cell-based, HEK293 KCC2, FluoZin-2 fluorescence, MLSMR; Solute carrier family 12 member 5 (Homo sapiens), Q9H2X9; 190,000 compounds, 2.2% hits; B-score of Tl+ flux slope (higher = more flux/activation; lower = inhibition) at 10 µM; KCC2 cells, thallium flux FluoZin-2 fluorescence;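 active = thallium flux slope and its plate-corrected score both differing from the plate sample mean at a set confidence after two filtering rounds, in either direction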;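 note: slope of fluorescence scaled to starting intensity during 10 to 20 s after thallium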
hK5 inh: human KLK5 protease inhibitors, primary screen, biochemical, 1536-well. 210,000 compounds, 0.59% hits. Kallikrein-5 (Homo sapiens), Q9Y337. AID 873, 2007. inhibition, % at 5 µM. recombinant hK5, fluorogenic AMC substrate cleavage;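 active = inhibition of 40% or more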;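 note: 0% = enzyme controls without compound and 100% = no-enzyme blanks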
The depositor's hits bear a star; . = not tested or not shown.

cpd | structure | thrombin 1536 | FXIIa inh 1536 | FXIa inh | TNF death inh | Rad51 HR inh
1 | Cc1ccccc1C(=O)NCc1nnc(SCC(=O)N2CCN(c3ccccc3)CC2)n1C | -3.6 | 8.0 | 0.6 | -2.2 | -1.6
2 | CCOc1ccc(C2C(C(=O)OC)=CN(CCOC)C=C2C(=O)OC)cc1 | -6.7 | -24.6 | -2.7 | -0.1 | -203.0
3 | O=C(c1cccnc1)N1C2C=CC(C2)C1(C(F)(F)F)C(F)(F)F (stereo unspecified) | 1.9 | -2.8 | -0.6 | 0.0 | 2.4
4 | C[n+]1ccc(C(=O)N/N=C/c2ccco2)cc1 | -4.8 | 2.4 | 0.3 | 1.8 | 7.7
5 | CCC(=O)Nc1ccc(-c2cc(-c3ccccc3)nc(-c3ccc(NC(=O)CC)cc3)n2)cc1 | 0.9 | 4.5 | -0.9 | 3.5 | -6.8
6 | COc1ccc(C2CC(=O)n3c(nc4ccccc43)S2)cc1OC (stereo unspecified) | -1.4 | 8.2 | -1.4 | 0.4 | 4.6
7 | COc1cc(CNn2c(C)n[nH]c2=S)cc(Cl)c1OCc1ccccc1 | -2.4 | 10.2 | 2.9 | -3.8 | 6.8
8 | COc1ccc(-c2ncc(CN3CCC(CO)(Cc4cccc(OC)c4)CC3)cn2)cc1 | 4.9 | 12.7 | 1.7 | -0.2 | .
9 | COc1ccc(NS(=O)(=O)c2ccc(OC)c(OC)c2)cc1OC | -0.5 | 8.6 | -1.0 | -0.4 | 1.2
10 | CCc1ccc(/C=N/NC(=O)c2cc(-c3ccccc3OC)nc3ccccc23)s1 | 8.9 | 33.8 | 19.0 | 2.7 | -3.0
11 | C/C(=N/NC(=S)Nc1ccccc1)c1ccc2c(c1)OCO2 | -7.7 | 17.4 | 5.1 | 2.1 | -0.8
12 | Cc1cc(C)c(C)c(S(=O)(=O)N2CCC(C(=O)OCC(=O)N3c4ccccc4NC(=O)C3(C)C)CC2)c1C | -3.3 | 1.1 | -7.1 | 0.7 | -8.4

cpd | Hck Nef HTS | zVAD death inh | KCC2 mod | hK5 inh
1 | -22.3 | -0.1 | 0.251 | -5.1
2 | 58.1* | -1.4 | 0.359 | -14.3
3 | -8.6 | 0.7 | 0.625 | 1.1
4 | 4.1 | -0.1 | 0.896 | -21.7
5 | 0.7 | 11.9 | . | 7.3
6 | 1.5 | 0.7 | 1.66 | 2.7
7 | -0.9 | 0.9 | -0.018 | 0.2
8 | 6.5 | 1.8 | 1.43 | .
9 | -2.3 | 0.5 | 0.904 | -20.9
10 | -1.9 | 0.5 | 0.998 | 4.1
11 | 4.3 | -0.6 | 17.1* | -40.9
12 | -1.6 | 0.3 | -0.128 | -3.6

(further entries)
cpd | structure | thrombin 1536 | FXIIa inh 1536 | FXIa inh | TNF death inh | Rad51 HR inh
13 | Cc1ccc(N=C(NOCc2ccc(Cl)cc2Cl)c2nonc2N)c(C)c1 | 1.7 | 15.8 | 3.4 | 0.3 | 5.1
14 | O=C(CSc1nc2ccccc2n1-c1ccccc1)Nc1ncc(Cl)cc1Cl | -6.7 | 5.5 | -5.0 | -4.8 | -4.8
15 | CC(NC(=O)COC(=O)CCc1nc2ccccc2c(=O)[nH]1)c1ccccc1 (stereo unspecified) | -20.4 | 6.1 | -5.0 | 2.1 | 1.5
16 | CCc1nc(C)ccc1OC(=O)C12CC3CC(CC(C3)C1)C2 | -10.8 | 9.5 | -0.7 | 0.5 | -2.0
17 | CCCCn1cnc2c(=S)nc(N)[nH]c21 | 1.2 | 8.6 | 5.1 | -0.4 | 23.0
18 | CCOC(=O)c1cnc2ccc(Br)cc2c1NCCO | 0.8 | 16.4 | 0.7 | 2.2 | 1.2
19 | Cc1c(C(=O)N2CCc3ccccc3C2)oc2ccc(S(=O)(=O)N3CCCCCC3)cc12 | -10.6 | 5.4 | -2.9 | 6.2 | 4.5
20 | COc1cc(C(=O)NCC2CCCO2)cc(OC)c1OC (stereo unspecified) | 1.1 | 10.1 | 24.3 | -0.7 | 3.4
21 | Cc1ccc2[nH]c(C)c(CC(=O)O)c2c1 | -1.7 | 11.0 | -3.1 | 0.7 | 7.9
22 | O=C(Nc1nc(=S)ss1)c1ccc(Cl)cc1Cl | 12.7 | 19.1 | 17.5 | -0.4 | -9.0
23 | COc1ccc(C)cc1S(=O)(=O)N(C)CC(=O)N1CCN(c2ccccc2)CC1 | . | 11.1 | 4.9 | 0.5 | 5.9
24 | Cc1cc[n+](-c2nc([O-])n(-c3ccccc3)c2C=O)cc1 | . | . | . | -1.8 | .

cpd | Hck Nef HTS | zVAD death inh | KCC2 mod | hK5 inh
13 | 1.2 | -1.4 | 0.106 | -2.2
14 | -1.4 | -0.3 | 0.59 | 7.4
15 | 21.1 | 1.8 | -0.826 | -0.4
16 | 1.8 | 1.9 | 0.245 | -7.0
17 | 9.3 | 0.2 | 0.127 | 1.2
18 | 2.4 | 1.2 | -0.468 | -10.8
19 | -0.3 | 1.4 | -0.924 | -12.2
20 | 10.2 | 0.3 | . | -10.3
21 | 0.9 | 0.8 | . | 0.8
22 | 3.8 | 1.5 | 4.98* | 1.4
23 | 22.4 | 3.7 | 0.225 | 0.2
24 | 10.4 | -1.4 | 1.4 | .

Four entries from above, field by field.
21	Cc1ccc2[nH]c(C)c(CC(=O)O)c2c1
  thrombin 1536: -1.7; FXIIa inh 1536: 11.0; FXIa inh: -3.1; TNF death inh: 0.7; Rad51 HR inh: 7.9; Hck Nef HTS: 0.9; zVAD death inh: 0.8; KCC2 mod: .; hK5 inh: 0.8

22	O=C(Nc1nc(=S)ss1)c1ccc(Cl)cc1Cl
  thrombin 1536: 12.7; FXIIa inh 1536: 19.1; FXIa inh: 17.5; TNF death inh: -0.4; Rad51 HR inh: -9.0; Hck Nef HTS: 3.8; zVAD death inh: 1.5; KCC2 mod: 4.98*; hK5 inh: 1.4

23	COc1ccc(C)cc1S(=O)(=O)N(C)CC(=O)N1CCN(c2ccccc2)CC1
  thrombin 1536: .; FXIIa inh 1536: 11.1; FXIa inh: 4.9; TNF death inh: 0.5; Rad51 HR inh: 5.9; Hck Nef HTS: 22.4; zVAD death inh: 3.7; KCC2 mod: 0.225; hK5 inh: 0.2

24	Cc1cc[n+](-c2nc([O-])n(-c3ccccc3)c2C=O)cc1
  thrombin 1536: .; FXIIa inh 1536: .; FXIa inh: .; TNF death inh: -1.8; Rad51 HR inh: .; Hck Nef HTS: 10.4; zVAD death inh: -1.4; KCC2 mod: 1.4; hK5 inh: .

Returning to the listing, repeating the three entries before the break.
cpd | structure | thrombin 1536 | FXIIa inh 1536 | FXIa inh | TNF death inh | Rad51 HR inh
22 | O=C(Nc1nc(=S)ss1)c1ccc(Cl)cc1Cl | 12.7 | 19.1 | 17.5 | -0.4 | -9.0
23 | COc1ccc(C)cc1S(=O)(=O)N(C)CC(=O)N1CCN(c2ccccc2)CC1 | . | 11.1 | 4.9 | 0.5 | 5.9
24 | Cc1cc[n+](-c2nc([O-])n(-c3ccccc3)c2C=O)cc1 | . | . | . | -1.8 | .
25 | CCC(Sc1nc2c(c(=O)n1CC)SC(C)C2)C(=O)OC (stereo unspecified) | 5.9 | 14.0 | 0.3 | 0.9 | 1.4
26 | Cc1ccccc1C(=O)N/N=C1/SCC(=O)N1Cc1ccc2c(c1)OCO2 | 3.9 | 16.7 | 11.9 | 0.5 | .
27 | COc1ccc(CSc2nnc(CNS(C)(=O)=O)o2)cc1 | 5.8 | 18.6 | -16.7 | 0.4 | 2.7
28 | COc1ccc(NC(=S)N(Cc2ccc(C(=O)O)cc2)Cc2ccc(OC)c(OC)c2)cc1 | -5.5 | 11.7 | 0.9 | 1.7 | 14.1
29 | CN(CC#CCC(c1ccccc1)c1ccccc1)C(C)(C)C | 2.8 | 2.2 | 3.2 | -3.4 | -2.5
30 | COc1cccc(OC)c1C(=O)Oc1ccc2c(c1)O/C(=C\c1ccncc1)C2=O | -7.5 | 9.6 | 4.8 | -4.6 | 8.2

cpd | Hck Nef HTS | zVAD death inh | KCC2 mod | hK5 inh
22 | 3.8 | 1.5 | 4.98* | 1.4
23 | 22.4 | 3.7 | 0.225 | 0.2
24 | 10.4 | -1.4 | 1.4 | .
25 | 1.0 | 0.3 | . | -1.4
26 | 0.7 | 1.4 | -0.885 | -2.7
27 | 0.4 | 0.3 | . | 15.1
28 | 24.3 | 4.5 | 0.0744 | -2.5
29 | 1.3 | 0.2 | 0.194 | 5.8
30 | 6.2 | 0.3 | -0.00705 | -9.3

The list is partial; count on the stated rates, not on these rows.
